12-LOX inh: Primary qHTS assay for inhibitors of human arachidonate 12S-lipoxygenase (ALOX12): Round 2. AID 1671190, 2021. actives 1.1% (n = 580,000). purified 12hLO, xylenol orange hydroperoxide absorbance. Potency, µM (series often up to 108 µM), for inactives: at the top dose activity change, negative = inhibition, hits mostly inhibitors; note: % is set by controls: 0 for no effect and ±100 for the full control effect
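Purified human 12hLO (150 nM final) in 25 mM Hepes, 0.01% Triton X-100, pH 7.0 was preincubated 15 min at room temperature with compound. Then 40 uM arachidonic acid was added, 30 min. Hydroperoxide was read by Fe-XO absorbance ratio 573/405 nm.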
Vif-A3G inh: qHTS for Inhibitors of Vif-A3G Interactions: qHTS. HeLa A3G-eYFP + Vif (tagged APOBEC3G with the HIV-1 protein that degrades it), YFP fluorescence, overnight. Potency, µM (highest dose often 46.1 µM), without a hit: at the highest dose activity, negative = active, actives largely listed as inhibitors. actives 0.076% (n = 410,000). DNA dC->dU-editing enzyme APOBEC-3G (Homo sapiens), Q9HC16;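 note: % is set by controls: 0 for no effect and ±100 for the full control effect; nearly all actives have a fitted effect of over 60% in size; hits raise eYFP signal because A3G escapes Vif-driven loss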
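HeLa cells stably expressing Vif and C-terminally eYFP-tagged A3G, seeded overnight at 37 deg C, then exposed to compound by pintool overnight at 37 deg C. Rise in yellow fluorescence (Ex 488/Em 500-530, Acumen) marks blocked Vif-driven A3G degradation.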
TrxR1 substrate: qHTS Assay for Substrates of Mammalian Selenoprotein Thioredoxin Reductase 1 (TrxR1): qHTS; Thioredoxin reductase 1, cytoplasmic (Rattus norvegicus), O89049; purified TrxR1 substrate turnover, NADPH consumption readout; Potency, µM (titrated, usually from 114 µM), for the others: top-dose activity change, negative = substrate turnover; actives 0.01% (n = 390,000); AID 588456, 2011; note: % is set by controls: 0 for no effect and ±100 for the full control effect; nearly all actives have a fitted effect of over 50% in size
Target sequence (O89049 whole entry, looked up): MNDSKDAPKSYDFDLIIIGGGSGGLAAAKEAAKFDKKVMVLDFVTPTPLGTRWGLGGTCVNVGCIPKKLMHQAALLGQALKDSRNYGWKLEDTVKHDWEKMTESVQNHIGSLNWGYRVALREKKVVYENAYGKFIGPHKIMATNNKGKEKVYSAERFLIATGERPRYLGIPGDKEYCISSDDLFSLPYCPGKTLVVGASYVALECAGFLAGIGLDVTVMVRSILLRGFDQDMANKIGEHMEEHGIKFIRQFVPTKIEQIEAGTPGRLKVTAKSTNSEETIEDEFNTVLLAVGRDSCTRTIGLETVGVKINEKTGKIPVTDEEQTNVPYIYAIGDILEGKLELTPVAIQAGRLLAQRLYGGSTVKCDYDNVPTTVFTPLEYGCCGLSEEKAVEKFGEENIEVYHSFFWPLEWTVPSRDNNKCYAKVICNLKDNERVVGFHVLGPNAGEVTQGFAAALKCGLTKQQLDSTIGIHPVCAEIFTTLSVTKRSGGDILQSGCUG
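Rat TrxR1, dispensed at 90 nM, was prereduced with 400 uM NADPH (final) for 5 min at ~22 deg C, then incubated with compound 15 min before 400 uM selenite. A first-read NADPH fluorescence drop versus no-compound background flagged substrates.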
IDH1 R132H inh: qHTS for Inhibitors of mutant isocitrate dehydrogenase 1 (IDH1): qHTS; actives 0.093% (n = 390,000); Isocitrate dehydrogenase [NADP] cytoplasmic (Homo sapiens), O75874; AID 602179, 2012; IDH1-R132H enzyme, NADPH consumption, diaphorase/resazurin fluorescence; Potency, µM (series often up to 76.6 µM), without a hit: top-dose activity change, negative = inhibition, most hits filed as inhibitors; note: % is set by controls: 0 for no effect and ±100 for the full control effect; nearly all actives have a fitted effect of over 65% in size
Target sequence (O75874 whole entry R132H, stated change not applied): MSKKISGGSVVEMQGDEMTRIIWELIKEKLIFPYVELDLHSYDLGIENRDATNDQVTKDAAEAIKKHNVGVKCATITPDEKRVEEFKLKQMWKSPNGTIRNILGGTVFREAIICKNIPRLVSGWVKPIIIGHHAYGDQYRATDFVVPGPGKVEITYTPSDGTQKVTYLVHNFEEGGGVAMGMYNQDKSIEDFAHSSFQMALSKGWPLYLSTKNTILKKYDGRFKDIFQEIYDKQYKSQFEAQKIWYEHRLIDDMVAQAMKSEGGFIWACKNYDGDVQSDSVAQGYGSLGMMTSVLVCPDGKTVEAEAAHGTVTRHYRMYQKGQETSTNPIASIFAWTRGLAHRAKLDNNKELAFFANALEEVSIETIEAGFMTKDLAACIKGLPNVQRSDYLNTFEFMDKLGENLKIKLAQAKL
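IDH1-R132H (0.5 ug/mL) preincubated 30 min with compound, then NADPH (0.016 mM) and alpha-KG (2 mM) added; 80 min at RT, pH 7.5. Remaining NADPH coupled via diaphorase/resazurin to fluorescence (540/590 nm); concentration-response curves normalized to no-enzyme control.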
USP1 inh: Inhibitors of USP1/UAF1: Primary Screen; recombinant USP1/UAF1, Ub-Rhodamine cleavage fluorescence; Potency, µM (doses to about 57.1 µM), for the others: at the top dose activity change, negative = inhibition, actives largely listed as inhibitors; actives 0.23% (n = 390,000); AID 743255, 2014; note: % is set by controls: 0 for no effect and ±100 for the full control effect; nearly all actives have a fitted effect of over 60% in size; inactives centre near -12
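Step one: compound is pinned into 1nM USP1/UAF1 in HEPES pH 7.8 buffer with TCEP. Step two: 15 min room-temperature incubation. Step three: Ub-Rho (150nM final) starts cleavage, tracked by fluorescence over six one-minute reads.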
Vif-A3F inh: qHTS for Inhibitors of Vif-A3F Interactions: qHTS; HeLa A3F-eYFP + Vif (tagged APOBEC3F with the HIV-1 protein that degrades it), YFP fluorescence increase; Potency, µM (series often up to 46.1 µM), for inactives: at the top dose activity, negative = active; actives 0.2% (n = 390,000); note: % of control where 0% means no effect; nearly all actives have a fitted effect of over 65% in size
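Fluorescence increase (Ex 488/Em 500-530) after overnight compound treatment at 37 deg C flags inhibition of Vif-driven A3F-eYFP loss in stable HeLa A3F-eYFP/Vif cells seeded overnight beforehand.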
TrxR1 inh: qHTS Assay for Inhibitors of Mammalian Selenoprotein Thioredoxin Reductase 1 (TrxR1): qHTS; Thioredoxin reductase 1, cytoplasmic (Rattus norvegicus), O89049; recombinant rTrxR1, NADPH fluorescence consumption, selenite substrate; Potency, µM (titrated, usually from 114 µM), inactives show at the top dose activity change, negative = inhibition, hits mostly inhibitors; actives 1% (n = 390,000); note: % is set by controls: 0 for no effect and ±100 for the full control effect; nearly all actives have a fitted effect of over 65% in size
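Rat TrxR1 (90 nM in the dispensed reagent) was pre-reduced with 400 uM NADPH for 5 min at room temperature, then incubated with compound for 15 min. After 400 uM selenite was added, NADPH fluorescence (Ex 340/Em 450 nm) was followed for 8 min.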
RXFP1 agonist: qHTS Assay for Agonists of the Relaxin Receptor RXFP1. actives 0.3% (n = 370,000). Relaxin receptor 1 (Homo sapiens), Q9HBX9. Potency, µM (top dose mostly 57.5 µM), inactives show at the top dose activation, usual class: activators. HEK293T-RXFP1 cAMP TR-FRET, 30 min; response scale: percent of porcine relaxin response, buffer zero. AID 2676, 2010; note: % is set by controls: 0 for no effect and ±100 for the full control effect; nearly all actives have a fitted effect of over 60% in size; many of its hits are not listed in these tables
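HEK293 cells stably expressing RXFP1, treated 30 min at 37C with compounds plus PDE4 inhibitor Ro 20174; cAMP measured by HTRF TR-FRET. Normalized to buffer and 29 nM porcine relaxin; EC50 by Hill fit.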
RGS4 inhibitor: Inhibitors of Regulator of G Protein Signaling (RGS) 4: qHTS; Regulator of G-protein signaling 4 (Homo sapiens), P49798; Transcreener GDP fluorescence polarization, RGS4-accelerated GTP hydrolysis; actives 0.039% (n = 390,000); Potency, µM (doses to about 114 µM), inactives show top-dose activity change, negative = inhibition, most hits filed as inhibitors; note: % is set by controls: 0 for no effect and ±100 for the full control effect; nearly all actives have a fitted effect of over 75% in size; some results filed as inactive show a strong effect at the top dose
Target sequence (P49798 whole entry, looked up): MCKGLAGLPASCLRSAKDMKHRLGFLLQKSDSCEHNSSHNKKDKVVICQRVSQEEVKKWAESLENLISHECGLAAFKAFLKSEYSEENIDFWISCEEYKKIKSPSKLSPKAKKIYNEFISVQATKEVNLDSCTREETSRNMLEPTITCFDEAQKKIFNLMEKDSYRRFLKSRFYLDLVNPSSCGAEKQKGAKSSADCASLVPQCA
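MLSMR compounds (23 nl, pin-transferred) preincubated 10 min at room temperature with a 500nM (2x) first reagent, then RGS4 at 900nM (2x) plus Transcreener GDP mix added; fluorescence polarization (620/688 nm) read before and after 90 min at 30 °C.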
* = called active by the depositor; ? = inconclusive; nt = no result given; [ ] = another dose, or the depositor's remark. Calls come from the whole dose curve; as a rule, active = well fitted curve in the direction sought with a large enough effect; inconclusive = small, poorly fitted or top-dose-only effect, or another doubt; inactive = no such curve, though single readings can be large; an effect the other way counts as inactive or inconclusive. Potency is the fitted concentration of half-maximal effect.

SMILES	12-LOX inh	Vif-A3G inh	TrxR1 substrate	IDH1 R132H inh	USP1 inh	Vif-A3F inh	TrxR1 inh	RXFP1 agonist	RGS4 inhibitor
O=C(COC(=O)c1ccccc1)Nc1ncc([N+](=O)[O-])s1	40µM*	-4%	2%[57.1 µM]	8%	-8%	-14%	-23%[57.1 µM]	nt	-47%
Cc1cc(Cl)ccc1OCCCC(=O)N/N=C/c1cccc([N+](=O)[O-])c1	-2%	0%	4%	25%	-7%	2%	7%	6.7%	-9%
Cc1ccc(C(=O)Nc2ccccc2Oc2ccccc2)cc1[N+](=O)[O-]	?	0%	4%	7%	-19%	1%	11%	-1.5%	17%
CC(C)(C)OC(=O)N1CCC(c2c(C(=O)NCc3ccc4c(c3)OCO4)cnn2-c2ccccc2Cl)CC1	0%	-1%	-5%	4%	2%	0%	12%	-4.4%	-3%
O=C(Cc1ccc(F)cc1)Nc1cccc2cccnc12	6%	0%	-12%	3%	-2%	-5%	-7%	2.8%	-2%
CCN1C(=O)/C(=C2\SC(=S)N(NC(=O)c3ccccc3O)C2=O)c2ccccc21	?	1%	-9%	11%	-11%	8%	?	6.8%	?
CC1CCN(C(=O)c2ccc(-c3ccccc3Cl)o2)CC1	-5%	-9%	2%[57.1 µM]	-10%	-14%	-3%	-22%[57.1 µM]	3.5%	-8%
COc1cc(C(=O)N(C(C)C)C2CCCCC2)cc(OC)c1OC	-14%	4%	nt	0%	-28%	-5%	nt	nt	nt
Cc1c2cnn(-c3ccccc3)c(=O)c2c(C)n1C(C)C(=O)Nc1ccccc1C(F)(F)F (stereo not given)	-22%	7%	-8%	20%	-21%	-3%	-12%	-1.5%	-15%
COc1ccc([N+](=O)[O-])cc1NC(=O)C(C)OC(=O)C1CCCC1 (stereo not given)	3%	1%	-19%	0%	-9%	0%	-17%	-0.4%	11%
C#CCOCC1CN(c2ccccc2)C(=O)O1 (stereo not given)	3%	0%	nt	-4%	-1%	-2%	nt	nt	nt
CC(C)(C)NC(=O)COC(=O)c1ccccc1NC(=O)c1ccco1	0%	1%	4%[57.1 µM]	17%	?	11%	15%[57.1 µM]	0.1%	38%
CCc1cc2ccc(OC)cc2nc1SCC(=O)Nc1cc(C)on1	316%[activator]	-10%	8%[57.1 µM]	0%	-15%	-1%	11%[57.1 µM]	?	16%
O=C(CN1CCN(C(=O)c2cccc(S(=O)(=O)N3CCCC3)c2)CC1)Nc1ccc(F)cc1	28%	2%	-18%	5%	-4%	-14%	?	-0.1%	8%
COc1ccc(Nc2cc(C)nc3ncnn23)cc1Cl	98%[activator]	-2%	-7%[57.1 µM]	8%	-27%	?	7%[57.1 µM]	6.6%	-17%
CCOC(=O)c1ccc2c(c1)N(CC#N)C(=O)C(C)(C)O2	5%	2%	0%	-1%	-20%	-7%	22%	-2.7%	4%
CCOC(=O)c1cccc(OCC(O)CNCCOc2ccccc2F)c1 (stereo not given)	?	3%	1%	-7%	-1%	-13%	17%	1.8%	15%
O=c1[nH]c(C(Cl)Cl)nc2sc3c(c12)CCN(Cc1ccccc1)C3	?	-4%	56%	5%	-23%	?	-60%	3.8%	-28%
CN(C)c1cccc(C(=O)N2CCC(c3c[nH]c4ccccc34)(c3c[nH]c4ccccc34)CC2)c1	-16%	1%	16%	5%	?	6%	47%[activator]	-2.3%	6%
O=C(OCC(=O)N1CCOCC1)c1ccc[nH]c1=O	?	0%	-6%	-2%	-10%	-4%	1%	-0.2%	-32%
Cc1ccc(C(=O)N2CCCC(c3ccc(Cl)cc3)=N2)cc1	-1%	-4%	-1%[57.1 µM]	2%	-35%	1%	3%[57.1 µM]	-1.3%	32%
O=C(CSc1nc(-c2ccc(F)cc2)nc2ccc(F)cc12)Nc1cccc(C(=O)O)c1	?	-11%	-7%	-9%	-13%	-8%	-4%	?	?
O=C(NCc1ccccc1C(F)(F)F)c1cccc2c1C(=O)c1ccc(N3CCOCC3)cc1S2(=O)=O	-12%	-24%	-8%	-2%	-8%	-26%	20%[57.1 µM]	nt	-25%
CCOc1cc(-c2cc(-c3ccc(C)cc3)nc(N)c2C#N)ccc1O	?	?	3%[57.1 µM]	-3%	-18%	6%	0%[57.1 µM]	0.3%	-2%
CC(C)(C)C(=O)N1CCN(c2nc3ccc(Cl)cc3s2)CC1	nt	0%	-1%	13%	-12%	4%	2%	1.1%	-7%
Cc1cc(C(=O)OCC(=O)N(C)c2c(N)n(Cc3ccccc3)c(=O)[nH]c2=O)c(C)n1-c1ccccc1	?	-6%	7%	12%	-11%	1%	2%	1.2%	-23%
O=C(O)CCCC(=O)NNC(=O)c1cccc(Br)c1	-10%	-1%	2%[57.1 µM]	-10%	-12%	2%	11%[57.1 µM]	3.1%	-1%
CCOc1ccc(C(=O)CN2C(=O)NC3(CCCCCC3)C2=O)cc1	-21%	-1%	3%[57.1 µM]	-12%	-2%	-21%	16%[57.1 µM]	1.0%	17%
O=c1oc2ccccc2cc1-c1cn2cc(Cc3ccc(Br)cc3)sc2n1	0%	-20%	-2%	-1%	-2%	-23%	0%	2.4%	16%
O=C(NCCC(=O)N1CCN(S(=O)(=O)c2ccc(Cl)cc2)CC1)Nc1ccccc1	?	-1%	-4%	1%	-11%	-4%	-6%	0.4%	2%
Cc1ccccc1CN(C)C(=O)[C@H](Cc1ccccc1)NC(=O)c1ccco1	-29%	-4%	1%	13%	-21%	-6%	13%	-0.8%	2%
COc1ccc(-c2noc(-c3ccc(NCc4cccnc4)c([N+](=O)[O-])c3)n2)cc1OC	-8%	4%	-7%	0%	-17%	?	-17%	-1.4%	-46%
CCN(C(=O)COC(=O)c1cc(-c2cccc3ccccc23)nc2ccccc12)C1CCS(=O)(=O)C1 (stereo not given)	-28%	-1%	61%[activator]	4%	-11%	3%	20%	4.7%	-34%
C/C=C\C(=O)Nc1cccc(C2=NOC3(C2)C[C@@H](C(N)=O)N(C(=O)c2ccc(OC)cc2)C3)c1 (stereo not given in full)	0%	-5%	9%[57.1 µM]	0%	-16%	-6%	23%[57.1 µM]	0.0%	2%
CCc1ccc(CNC(=O)C2CCC(=O)N2C2CCCCC2)cc1 (stereo not given)	-22%	-2%	5%[57.1 µM]	-4%	-3%	-3%	-2%[57.1 µM]	1.4%	19%
CCn1c(Cc2ccccc2)nnc1SCC(=O)NC1CCCC1	-4%	0%	5%	1%	3%	0%	43%	-0.2%	31%
CC(C)N(Cc1ccccc1)S(=O)(=O)c1ccc(-n2cccn2)cc1	2%	-3%	nt	-6%	-17%	-3%	nt	nt	nt
CC(=O)c1cccc(N=Cc2c(O)ccc3ccccc23)c1	1%	-3%	-9%[57.1 µM]	14%	-20%	-6%	10%[2.29 µM]	2.7%	?
COc1cc(Br)c(C(C)NC(=O)c2ccccc2)cc1OC (stereo not given)	4%	1%	-1%	6%	-17%	7%	7%	0.8%	-20%
CCN(CC(=O)Nc1ccc2c(c1)OCCO2)C(=O)/C=C/c1cccc(C(F)(F)F)c1	19%	1%	-3%	0%	-26%	9%	19%	nt	2%

Some of these compounds in order of length of the SMILES, ascending:
SMILES	12-LOX inh	Vif-A3G inh	TrxR1 substrate	IDH1 R132H inh	USP1 inh	Vif-A3F inh	TrxR1 inh	RXFP1 agonist	RGS4 inhibitor
CCn1c(Cc2ccccc2)nnc1SCC(=O)NC1CCCC1	-4%	0%	5%	1%	3%	0%	43%	-0.2%	31%
CCOc1cc(-c2cc(-c3ccc(C)cc3)nc(N)c2C#N)ccc1O	?	?	3%[57.1 µM]	-3%	-18%	6%	0%[57.1 µM]	0.3%	-2%
O=c1oc2ccccc2cc1-c1cn2cc(Cc3ccc(Br)cc3)sc2n1	0%	-20%	-2%	-1%	-2%	-23%	0%	2.4%	16%

Following part:
SMILES	12-LOX inh	Vif-A3G inh	TrxR1 substrate	IDH1 R132H inh	USP1 inh	Vif-A3F inh	TrxR1 inh	RXFP1 agonist	RGS4 inhibitor
COCCNC(=O)CN1C(=O)NC2(CCCc3cc(OC)ccc32)C1=O (stereo not given)	-10%	-7%	9%	1%	-19%	-1%	20%	-3.2%	-2%
CC1CN(C(=O)c2ccc(COc3ccccc3Cl)o2)CC(C)O1 (stereo not given)	-3%	-12%	7%	3%	-7%	9%	17%	-2.2%	-26%
CCOc1ccc(NC2CCN(C(C)=O)CC2)cc1	-1%	0%	11%[57.1 µM]	13%	-24%	-2%	18%[57.1 µM]	-1.3%	-2%
CC1=C(C#N)C(=O)NC(=O)/C1=C\c1ccc(-c2cc(C)c(C)cc2[N+](=O)[O-])o1	24%	0%	0%[57.1 µM]	?	?	-7%	14µM*	0.1%	?
O=C1CCN(S(=O)(=O)c2ccc(Cl)cc2)N1	147%[activator]	-8%	3%	2%	0%	-8%	9%	-0.1%	1%

This is a subset. The share of hits here may be higher or lower than overall.
